Assay outcomes deposited in PubChem BioAssay by Sanford-Burnham Center for Chemical Genomics.
CXCR6 block – CXCR6 receptor inhibitors, primary screen, cell-based, beta-arrestin, luminescence, CHO-K1 PathHunter, 1536-well; inhibition, % at 20 µM; 360,000 compounds, 0.36% hits; C-X-C chemokine receptor type 6 (Homo sapiens), O00574; in the data active = inhibition above about 34%, passing the limit was not always enough;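 note: antagonist mode with CXCL16 agonist at 10 nM final; 0% = 10 nM CXCL16 with DMSO and 100% = unstimulated wells without agonist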
Target sequence (O00574 whole entry, looked up): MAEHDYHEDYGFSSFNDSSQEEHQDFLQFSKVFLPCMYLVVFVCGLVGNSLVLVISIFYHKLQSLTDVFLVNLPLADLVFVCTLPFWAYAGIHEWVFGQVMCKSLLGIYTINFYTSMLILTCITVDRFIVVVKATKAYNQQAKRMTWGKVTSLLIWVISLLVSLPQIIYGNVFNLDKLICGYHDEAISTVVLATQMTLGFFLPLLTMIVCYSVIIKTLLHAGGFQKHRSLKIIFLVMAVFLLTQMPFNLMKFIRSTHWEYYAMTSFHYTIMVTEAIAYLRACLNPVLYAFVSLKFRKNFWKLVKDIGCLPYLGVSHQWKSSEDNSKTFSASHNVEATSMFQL
Gli-Sufu block – Gli-Sufu pathway antagonists, primary screen, luciferase luminescence, Sufu-KO-LIGHT cells, uHTS | 340,000 compounds, 0.74% hits | AID 588413, 2011 | inhibition, % at 5 µM | Sufu-KO-LIGHT fibroblasts, Gli luciferase reporter luminescence;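 active = inhibition above about 55%, limit read from the data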;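 note: 0% = DMSO-treated cells and 100% = wells with medium but no cells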
ATG4B inhibitor – ATG4B protease inhibitors, primary screen, biochemical, fluorescence, uHTS; ATG4B cleavage of LC3-PLA2, NBD-HPC fluorescence, 1 h; inhibition, % at 8.33 µM; 340,000 compounds, 0.51% hits; AID 504462, 2011; in the data active = inhibition above about 40%
CCR6 antagonist – CCR6 receptor antagonists, primary screen, cell-based, CHO-K1, luminescence, beta-arrestin, uHTS; C-C chemokine receptor type 6 (Homo sapiens), P51684; CHO-K1 CCR6 PathHunter beta-arrestin, CCL20-stimulated; inhibition, % at 20 µM; 340,000 compounds, 0.49% hits;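 active = compounds whose inhibition of the agonist-driven luminescence signal at 20 µM reaches about 50%, limit read from the data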;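 note: cells stimulated with CCL20 at 14 nM final; plate controls were DMSO with CCL20 for no effect and DMSO without agonist for full effect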
EBI2 antag – EBI2 receptor antagonists, beta-arrestin recruitment, primary screen, cell-based, luminescence, 7a,25-OHC stimulation, uHTS; 7a,25-OHC stimulated; inhibition, % at 5 µM; 360,000 compounds, 0.81% hits; in the data active = inhibition above about 38%;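 note: enzyme fragment complementation signal reports receptor beta-arrestin coupling in cells; 0% = agonist plus DMSO wells and 100% = wells without agonist; some results beyond the cut were filed as inactive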
Target sequence (P32249 whole entry, looked up, the tested form may be a part): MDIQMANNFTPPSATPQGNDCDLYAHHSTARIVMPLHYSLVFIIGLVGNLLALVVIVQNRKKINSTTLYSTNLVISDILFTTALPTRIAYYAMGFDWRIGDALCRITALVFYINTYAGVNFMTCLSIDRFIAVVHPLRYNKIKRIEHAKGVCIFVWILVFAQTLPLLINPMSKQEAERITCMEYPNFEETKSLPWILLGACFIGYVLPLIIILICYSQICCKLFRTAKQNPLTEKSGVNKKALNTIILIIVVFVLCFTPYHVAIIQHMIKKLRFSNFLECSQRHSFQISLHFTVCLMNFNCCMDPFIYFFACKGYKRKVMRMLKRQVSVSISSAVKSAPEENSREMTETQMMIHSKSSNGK
* = called active by the depositor; x = not tested or not shown. The list is partial, so the mix of outcomes need not match the whole.

Letters – A = CXCR6 block; B = Gli-Sufu block; C = ATG4B inhibitor; D = CCR6 antagonist; E = EBI2 antag
> COC(=O)C1=COC(C)C2CN3CCc4c([nH]c5cc(OC)ccc45)C3CC12 (stereo unspecified)
  A = -3.4 | B = x | C = x | D = x | E = 8.0
> CN(C)c1cccc(CN2CCN(c3ccccc3)CC2)c1
  A = 1.8 | B = x | C = x | D = x | E = -9.3
> O=c1[nH]c2ccccc2n1C1CCN(C(c2nnnn2Cc2ccccc2)C2CC2)CC1 (stereo unspecified)
  A = -2.6 | B = x | C = x | D = x | E = -48.8
> COc1ccc(-c2nc3ccc(Br)cn3c2CC(=O)N2CCCC2)cc1OC
  A = 3.1 | B = x | C = x | D = x | E = -0.2
> COc1ccc(-n2nnnc2C(c2cccc(OC)c2OC)N2CCC(n3c(=O)[nH]c4ccccc43)CC2)cc1 (stereo unspecified)
  A = 1.2 | B = x | C = x | D = x | E = -15.2
> CC(C)C[C@H]1COc2cccc(N3CCN(C)CC3)c2S(=O)(=O)N1
  A = -4.3 | B = x | C = x | D = x | E = 1.6
> O=C1CCC2(O)C3Cc4ccc(O)c5c4C2(CCN3Cc2ccoc2)C1O5 (stereo unspecified)
  A = 1.4 | B = x | C = x | D = x | E = -1.7
> O=P1(c2ccccc2)CC=CC1
  A = 3.0 | B = x | C = x | D = x | E = -4.0
> O=C(NC1CCCCC1)N1Cc2cc(N3CCOCC3)ccc2-n2nncc2C1
  A = -2.1 | B = x | C = x | D = x | E = -0.4
> COC(=O)C1=C(c2ccc(OCc3ccccc3)cc2)C[C@@H]2CC[C@H]1N2C(=O)NCc1ccc(OC)cc1
  A = 6.1 | B = x | C = x | D = x | E = 24.3
> Cc1cccc(C)c1-n1nnnc1C(c1ccccc1OC(F)(F)F)N1CCC(n2c(=O)[nH]c3ccccc32)CC1 (stereo unspecified)
  A = 15.5 | B = x | C = x | D = x | E = 21.5
> CCOC(=O)[C@]12Cc3cc4ccccc4cc3[C@H]1N(Cc1ccccc1)C(=O)c1cc(OC)ccc12
  A = -0.9 | B = x | C = x | D = x | E = 9.6
> CCC(c1nnnn1C1CCCCC1)N1CCC2(CC1)C(=O)NCN2c1ccccc1 (stereo unspecified)
  A = 0.9 | B = x | C = x | D = x | E = 1.7
> NC(Cc1ccc(Cl)cc1)c1csc(Nc2ncccn2)n1 (stereo unspecified)
  A = -4.6 | B = x | C = x | D = x | E = 1.5
> CCN1/C(=C/C=C/C2=[N+](CC)c3ccccc3C2(C)C)C(C)(C)c2ccccc21
  A = 55.9* | B = x | C = x | D = x | E = 15.9
> Fc1cccc(-c2ccc3c(c2)CNCc2cnnn2-3)c1
  A = -2.3 | B = x | C = x | D = x | E = -3.2
> COc1ccc(OC(=O)N(C)C[C@@H]2OCc3cnnn3CCCC(=O)N([C@@H](C)CO)C[C@H]2C)cc1
  A = 0.7 | B = x | C = x | D = x | E = 0.2
> COC(=O)C1=C(c2ccc(OCc3ccccc3)cc2)C[C@@H]2CC[C@H]1N2C(=O)NCc1ccc2c(c1)OCO2
  A = 8.7 | B = x | C = x | D = x | E = 25.9
> CC(C)N=C(NC(C)C)N1CC1
  A = -4.2 | B = x | C = x | D = x | E = 4.9
> COC(=O)C1=C(c2ccc(OCc3ccccc3)cc2)C[C@@H]2CC[C@H]1N2C(=O)NCCc1ccc(F)cc1
  A = 14.9 | B = x | C = x | D = x | E = 41.5
> CC1C(=O)CC2(C(C)C)CC12 (stereo unspecified)
  A = -0.1 | B = x | C = x | D = x | E = -5.1
> Cc1nc2ccccc2c(=O)n1-c1c(Cl)cccc1Cl
  A = 8.3 | B = x | C = x | D = x | E = -4.4
> O=C(NCCN1CCC2(CC1)C(=O)NCN2c1cccc(F)c1)c1ccc2ccccc2c1
  A = 7.0 | B = x | C = x | D = x | E = 2.8
> CCCCn1nnnc1C(c1cccc2ccccc12)N1CCC2(CC1)C(=O)NCN2c1ccccc1 (stereo unspecified)
  A = 1.5 | B = x | C = x | D = x | E = -0.3
> NC(Cc1ccccc1Cl)c1nn[nH]n1 (stereo unspecified)
  A = 0.7 | B = x | C = x | D = x | E = -9.3
> COc1ccc(OC(=O)N(C)C[C@@H]2OCc3cnnn3CCCC(=O)N([C@H](C)CO)C[C@@H]2C)cc1
  A = 89.8* | B = x | C = x | D = x | E = -6.4
> Cc1cc(C(=O)OC(C)C(=O)Nc2ccccc2)c(C)n1C1CC1 (stereo unspecified)
  A = 9.0 | B = x | C = x | D = x | E = -13.9
> CCNC(=O)N1Cc2ccccc2-n2nncc2C1
  A = -0.3 | B = x | C = x | D = x | E = -3.1
> COC12c3ccccc3-c3ccccc3C1C(C(=O)O)C2C(=O)O (stereo unspecified)
  A = -0.9 | B = x | C = x | D = x | E = -11.7
> O=C1c2ccccc2-n2nnnc2C2c3ccccc3-n3nncc3CN12 (stereo unspecified)
  A = 0.9 | B = x | C = x | D = x | E = -12.8
> COc1ccc(C(c2nnnn2C(C)(C)C)N2CCC3(CC2)C(=O)NCN3c2ccccc2)cc1 (stereo unspecified)
  A = 8.5 | B = x | C = x | D = x | E = 2.9
> Cc1nc2cc(OC(=O)N(C)Cc3cccc(-c4ccncc4)c3)ccc2s1
  A = -6.6 | B = x | C = x | D = x | E = 23.4
> CCCCn1nnnc1C(CCc1ccccc1)N1CCC(n2c(=O)[nH]c3ccccc32)CC1 (stereo unspecified)
  A = 6.9 | B = x | C = x | D = x | E = 4.0
> O=c1[nH]c2ccccc2n1C1CCN(C(c2nnnn2-c2ccc3c(c2)OCCO3)C2CC2)CC1 (stereo unspecified)
  A = 3.4 | B = x | C = x | D = x | E = -19.2
> Cc1ncoc1C(=O)NCC1=C(c2ccc(S(C)(=O)=O)cc2)C[C@@H]2CC[C@H]1N2CCOc1ccccc1
  A = 3.3 | B = x | C = x | D = x | E = -2.0
> CCOC(=O)CNC(=O)N1Cc2cc(-c3ccccc3)ccc2-n2nncc2C1
  A = -0.4 | B = x | C = x | D = x | E = -10.3
> CCOC(=O)[C@]12Cc3cc(Cl)ccc3[C@H]1N(C(C)C)C(=O)c1ccccc12
  A = 0.1 | B = x | C = x | D = x | E = 19.0
> COc1ccc(-n2nnnc2C(c2ccccc2)N2CCC3(CC2)C(=O)NCN3c2ccccc2)cc1 (stereo unspecified)
  A = 4.2 | B = x | C = x | D = x | E = -1.5
> COc1ccc(-c2ccc3c(c2)CNCc2cnnn2-3)cc1
  A = 0.6 | B = x | C = x | D = x | E = -12.4
> O=c1[nH]c2ccccc2n1C1CCN(C(CCc2ccccc2)c2nnnn2-c2ccc3c(c2)OCCO3)CC1 (stereo unspecified)
  A = 2.9 | B = x | C = x | D = x | E = 9.8
> CCOC(=O)[C@]12Cc3c(cc(OC)c(OC)c3OC)[C@H]1N(CCC(=O)OC)C(=O)c1ccccc12
  A = -3.6 | B = x | C = x | D = x | E = -4.4
> O=C1NCN(c2ccccc2)C12CCN(C(c1cccs1)c1nnnn1C1CCCC1)CC2 (stereo unspecified)
  A = 2.6 | B = x | C = x | D = x | E = 0.1
> O=c1[nH]c2ccccc2n1C1CCN(C(c2ccnc3ccccc23)c2nnnn2Cc2ccccc2)CC1 (stereo unspecified)
  A = -0.2 | B = x | C = x | D = x | E = 1.4
> O=C(Nc1ccc(F)cc1)N1Cc2ccccc2-n2nncc2C1
  A = -1.8 | B = x | C = x | D = x | E = 1.4
> CCCCOC1OCN(C2CCCCC2)CC1(C)C (stereo unspecified)
  A = -4.4 | B = x | C = x | D = x | E = 2.2
> COc1ccc(CN2Cc3cc(-c4ccccc4)ccc3-n3nncc3C2)cc1
  A = 2.4 | B = x | C = x | D = x | E = 5.7
> CSCCC(c1nnnn1C1CCCC1)N1CCC2(CC1)C(=O)NCN2c1ccccc1 (stereo unspecified)
  A = -1.8 | B = x | C = x | D = x | E = 0.1
> COc1ccc(CN2Cc3cc(N4CCCCC4)ccc3-n3nncc3C2)cc1
  A = 0.4 | B = x | C = x | D = x | E = -8.4
> O=C1NC(=O)C(C2CCOC2=O)N1 (stereo unspecified)
  A = -1.9 | B = x | C = x | D = x | E = -8.5
> C=CC12CN(C)C3C4COC(CC41)C1(C(=O)Nc4ccccc41)C32 (stereo unspecified)
  A = -4.5 | B = x | C = x | D = x | E = -5.0

The list goes on.
Letters – A = CXCR6 block; B = Gli-Sufu block; C = ATG4B inhibitor; D = CCR6 antagonist; E = EBI2 antag
> Cc1ncoc1C(=O)NCC1=C(c2cccc3ccccc23)C[C@@H]2CC[C@H]1N2Cc1ccco1
  A = -1.2 | B = x | C = x | D = x | E = 14.8
> COC(=O)C1=C(c2ccc(OCc3ccccc3)cc2)C[C@@H]2CC[C@H]1N2C(=O)NCc1ccccc1OC
  A = 7.9 | B = x | C = x | D = x | E = 21.1
> C[C@H]1O[C@@H](O[C@H]2[C@@H](O)C[C@H](O[C@H]3[C@@H](O)C[C@H](O[C@H]4CC[C@@]5(C)[C@H](CC[C@@H]6[C@@H]5CC[C@]5(C)[C@@H](C7=CC(=O)OC7)CC[C@]65O)C4)O[C@@H]3C)O[C@@H]2C)C[C@H](O)[C@@H]1O
  A = x | B = 7.3 | C = 0.0 | D = -10.4 | E = x
> CN1CCC2(CC1)NC(=O)c1ccccc1N2
  A = x | B = 4.0 | C = -5.5 | D = 7.4 | E = x

16 neighbouring entries from above, for reference:
Letters – A = CXCR6 block; B = Gli-Sufu block; C = ATG4B inhibitor; D = CCR6 antagonist; E = EBI2 antag
> COc1ccc(-c2ccc3c(c2)CNCc2cnnn2-3)cc1
  A = 0.6 | B = x | C = x | D = x | E = -12.4
> O=c1[nH]c2ccccc2n1C1CCN(C(CCc2ccccc2)c2nnnn2-c2ccc3c(c2)OCCO3)CC1 (stereo unspecified)
  A = 2.9 | B = x | C = x | D = x | E = 9.8
> CCOC(=O)[C@]12Cc3c(cc(OC)c(OC)c3OC)[C@H]1N(CCC(=O)OC)C(=O)c1ccccc12
  A = -3.6 | B = x | C = x | D = x | E = -4.4
> O=C1NCN(c2ccccc2)C12CCN(C(c1cccs1)c1nnnn1C1CCCC1)CC2 (stereo unspecified)
  A = 2.6 | B = x | C = x | D = x | E = 0.1
> O=c1[nH]c2ccccc2n1C1CCN(C(c2ccnc3ccccc23)c2nnnn2Cc2ccccc2)CC1 (stereo unspecified)
  A = -0.2 | B = x | C = x | D = x | E = 1.4
> O=C(Nc1ccc(F)cc1)N1Cc2ccccc2-n2nncc2C1
  A = -1.8 | B = x | C = x | D = x | E = 1.4
> CCCCOC1OCN(C2CCCCC2)CC1(C)C (stereo unspecified)
  A = -4.4 | B = x | C = x | D = x | E = 2.2
> COc1ccc(CN2Cc3cc(-c4ccccc4)ccc3-n3nncc3C2)cc1
  A = 2.4 | B = x | C = x | D = x | E = 5.7
> CSCCC(c1nnnn1C1CCCC1)N1CCC2(CC1)C(=O)NCN2c1ccccc1 (stereo unspecified)
  A = -1.8 | B = x | C = x | D = x | E = 0.1
> COc1ccc(CN2Cc3cc(N4CCCCC4)ccc3-n3nncc3C2)cc1
  A = 0.4 | B = x | C = x | D = x | E = -8.4
> O=C1NC(=O)C(C2CCOC2=O)N1 (stereo unspecified)
  A = -1.9 | B = x | C = x | D = x | E = -8.5
> C=CC12CN(C)C3C4COC(CC41)C1(C(=O)Nc4ccccc41)C32 (stereo unspecified)
  A = -4.5 | B = x | C = x | D = x | E = -5.0
> Cc1ncoc1C(=O)NCC1=C(c2cccc3ccccc23)C[C@@H]2CC[C@H]1N2Cc1ccco1
  A = -1.2 | B = x | C = x | D = x | E = 14.8
> COC(=O)C1=C(c2ccc(OCc3ccccc3)cc2)C[C@@H]2CC[C@H]1N2C(=O)NCc1ccccc1OC
  A = 7.9 | B = x | C = x | D = x | E = 21.1
> C[C@H]1O[C@@H](O[C@H]2[C@@H](O)C[C@H](O[C@H]3[C@@H](O)C[C@H](O[C@H]4CC[C@@]5(C)[C@H](CC[C@@H]6[C@@H]5CC[C@]5(C)[C@@H](C7=CC(=O)OC7)CC[C@]65O)C4)O[C@@H]3C)O[C@@H]2C)C[C@H](O)[C@@H]1O
  A = x | B = 7.3 | C = 0.0 | D = -10.4 | E = x
> CN1CCC2(CC1)NC(=O)c1ccccc1N2
  A = x | B = 4.0 | C = -5.5 | D = 7.4 | E = x
